Growth percent in the NCI-60 one-dose screen (48 h, 10 µM unless noted): 100 = growth as untreated, 0 = no growth, -100 = all killed.
HOP-92 = HOP-92 NSCLC cells; 71,000 tested, 6.3% active; AID 1794738
EKVX = EKVX NSCLC. AID 1794765. 71,000 tested, 3% active
M14 = M14 melanoma; 80,000 tested, 6.2% active; AID 1794745
RPMI-8226 = RPMI-8226 leukemia cells. 77,000 tested, 7.5% active. AID 1794781
CCRF-CEM = CCRF-CEM leukemia | AID 1794778 | 77,000 tested, 7% active
HOP-62 = HOP-62 NSCLC | 80,000 tested, 3.9% active
MDA-MB-435 = MDA-MB-435 melanoma | 82,000 tested, 7.8% active | AID 1794794
A549/ATCC = A549/ATCC NSCLC. 81,000 tested, 3.7% active. AID 1794740
The depositor's hits bear a star; / = not tested or not shown; & = joins results of further samples; [ ] = another dose, or the depositor's remark. How the source made its calls: active means growth percent below 10; inactive means the rest.

Each structure is followed by: HOP-92, EKVX, M14, RPMI-8226, CCRF-CEM, HOP-62, MDA-MB-435, A549/ATCC
1) COc1ccc(-c2nc(NN3C(=O)C=CC(=O)OC3c3ccc([N+](=O)[O-])cc3)[nH]c(=O)c2Br)cc1 (stereo not drawn)
 : 120, 101, 98, 110, 112, 81, 108, 106
2) Cc1nn(-c2ccccc2)c(Oc2c(Cl)cccc2Cl)c1/C=N/N=c1\sc2ccccc2n1C
 : 60, 78, 61, 37, 41, 84, 65, 47
3) CCNCc1ccccc1
 : 113, 111, 109, 119, 121, 102, 110, 102
4) COc1cccc(OC)c1/C=C(\C#N)C(=O)Nc1cc(-c2ccccc2)nn1-c1ccccc1
 : 77, 98, 100, 110, 100, 99, 102, 98
5) N#C/C(=C\c1ccc[nH]1)c1cc2ccccc2[nH]1
 : 77, 37, 80, /, 52, 85, 83, 54
6) O=C(C(=O)c1ccc(O)c(O)c1)c1ccc(O)c(O)c1
 : /, 104, 93, /, 86, 91, 112, 106
7) CCOC(=O)c1c(SC)nn(-c2cc(=O)[nH]c3ccc(Br)cc23)c1N
 : 96, 88, 109, 101, 111, 90, 107, 98
8) CN1CCN(c2ccc(Nc3nc(NCCNC(=O)c4c(F)cccc4F)c4sccc4n3)cc2)CC1
 : 73, 95, 81, 24, 16, 90, 72, 78
9) CCN(C(=O)CN1CCN(c2cc(=O)n(-c3ccccc3)c3ccccc23)CC1)c1ccccc1
 : /, 87, 91, 75, 89, 96, 102, 87
10) Cc1cccc(C)c1[C@H]1C[C@](C)(O)[C@@H]2CC[C@@H](C)C[C@H]2O1
 : 108, 98, 102, 103, 109, 92, 101, 98
11) Cc1ccccc1NC(=O)Nc1nc2ccc([N+](=O)[O-])cc2s1
 : -25*, 10, 20, 5.6*, 16, 2.8*, 5.4*, 9.2*
12) Cc1c(N2CCCCC2)[nH]c2ccccc12
 : 47, 117, 105, 63, 55, 119, 103, 89
13) N#CC(c1ccccc1)C(C#N)c1ccc(Cl)cc1 (stereo not drawn)
 : 100, 95, 101, 96, 97, 97, 97, 96
14) CC1CCN(C2=NC(=O)/C(=C\c3ccccc3OCc3ccccc3)S2)CC1
 : 59, 75, 82, 67, 60, 89, 97, 68
15) O=CC(=O)c1ccc(-c2ccc(C(=O)C=O)cc2)cc1
 : 99, 101, 103, 107, 102, 98, 104, 102
16) CC(=O)OCCOc1ccc(C(C)(C)C)cc1
 : /, 90, 107, 109, 95, 89, 106, 91
17) O=C1CSC(c2cn(-c3ccccc3)nc2-c2ccc(Cl)cc2)N1c1ccccc1 (stereo not drawn)
 : 100, 99, 99, 103, 103, 100, 103, 98
18) O=c1cc(NNC(=S)NCc2ccccc2)c2cc(Br)ccc2[nH]1
 : 101, 92, 82, 83, 25, 65, 99, 96
19) CCOc1ccc(C(=O)NC(=S)Nc2ccc(S(N)(=O)=O)cc2)cc1
 : 88[100 µM], 101[100 µM], 102[100 µM], 102[100 µM], 101[100 µM], 102[100 µM], 99[100 µM], 101[100 µM]
20) COc1ccc(/C=C/c2c(C(=O)/C=C/c3ccccc3)c(C)nc3ccccc23)cc1
 : 66, 41, 15, 0.6*, 7.5*, -14*, -33*, 20

Nos. 5–20 of the list above:
Each structure is followed by: HOP-92, EKVX, M14, RPMI-8226, CCRF-CEM, HOP-62, MDA-MB-435, A549/ATCC
5) N#C/C(=C\c1ccc[nH]1)c1cc2ccccc2[nH]1
 : 77, 37, 80, /, 52, 85, 83, 54
6) O=C(C(=O)c1ccc(O)c(O)c1)c1ccc(O)c(O)c1
 : /, 104, 93, /, 86, 91, 112, 106
7) CCOC(=O)c1c(SC)nn(-c2cc(=O)[nH]c3ccc(Br)cc23)c1N
 : 96, 88, 109, 101, 111, 90, 107, 98
8) CN1CCN(c2ccc(Nc3nc(NCCNC(=O)c4c(F)cccc4F)c4sccc4n3)cc2)CC1
 : 73, 95, 81, 24, 16, 90, 72, 78
9) CCN(C(=O)CN1CCN(c2cc(=O)n(-c3ccccc3)c3ccccc23)CC1)c1ccccc1
 : /, 87, 91, 75, 89, 96, 102, 87
10) Cc1cccc(C)c1[C@H]1C[C@](C)(O)[C@@H]2CC[C@@H](C)C[C@H]2O1
 : 108, 98, 102, 103, 109, 92, 101, 98
11) Cc1ccccc1NC(=O)Nc1nc2ccc([N+](=O)[O-])cc2s1
 : -25*, 10, 20, 5.6*, 16, 2.8*, 5.4*, 9.2*
12) Cc1c(N2CCCCC2)[nH]c2ccccc12
 : 47, 117, 105, 63, 55, 119, 103, 89
13) N#CC(c1ccccc1)C(C#N)c1ccc(Cl)cc1 (stereo not drawn)
 : 100, 95, 101, 96, 97, 97, 97, 96
14) CC1CCN(C2=NC(=O)/C(=C\c3ccccc3OCc3ccccc3)S2)CC1
 : 59, 75, 82, 67, 60, 89, 97, 68
15) O=CC(=O)c1ccc(-c2ccc(C(=O)C=O)cc2)cc1
 : 99, 101, 103, 107, 102, 98, 104, 102
16) CC(=O)OCCOc1ccc(C(C)(C)C)cc1
 : /, 90, 107, 109, 95, 89, 106, 91
17) O=C1CSC(c2cn(-c3ccccc3)nc2-c2ccc(Cl)cc2)N1c1ccccc1 (stereo not drawn)
 : 100, 99, 99, 103, 103, 100, 103, 98
18) O=c1cc(NNC(=S)NCc2ccccc2)c2cc(Br)ccc2[nH]1
 : 101, 92, 82, 83, 25, 65, 99, 96
19) CCOc1ccc(C(=O)NC(=S)Nc2ccc(S(N)(=O)=O)cc2)cc1
 : 88[100 µM], 101[100 µM], 102[100 µM], 102[100 µM], 101[100 µM], 102[100 µM], 99[100 µM], 101[100 µM]
20) COc1ccc(/C=C/c2c(C(=O)/C=C/c3ccccc3)c(C)nc3ccccc23)cc1
 : 66, 41, 15, 0.6*, 7.5*, -14*, -33*, 20

(continued)
Each structure is followed by: HOP-92, EKVX, M14, RPMI-8226, CCRF-CEM, HOP-62, MDA-MB-435, A549/ATCC
21) CCCCCCCCCCOc1ccc(/C=C/C(=O)c2ccc(OC)cc2)cc1
 : 98, /, 105, 73, 89, 114, 95, 87
22) C#C[C@]1(O)CCC2C3CCC4=Cc5oncc5C[C@]4(C)C3CC[C@@]21C (stereo partly drawn)
 : 55, 38, 83, 42, 48, 101, 79, /
23) COC(=O)/C=C1/S/C(=N/NC(=O)COc2cc(=O)n(C)c3ccccc23)N(c2ccccc2)C1=O
 : 99, 103, 98, 101, 99, 96, 103, 103
24) NC(=O)c1ccc(-c2ccc3ncnc(N4CCc5cc(F)c(Cl)cc54)c3c2)cn1
 : 15, 20, 70, 49, 44, 100, 96, 63
25) c1ccc(Nc2ncc3c(n2)CCc2cnc(Nc4ccccc4)nc2-3)cc1
 : 110, 75, 104, 113, 120, 91, 101, 98
26) CC(=O)Nc1nc(N)nc(NC(C)=O)c1N=O
 : 108, /, 104, 118, 112, 106, /, 107
27) Oc1ccccc1-c1cc(-c2ccccc2Cl)[nH]n1
 : 64, /, 93, 91, 102, 83, 102, 86
28) C[C@H](NC(=O)CNC(=O)c1cccc2c(=O)c3ccccc3[nH]c12)C(=O)O
 : 110, 99, 105, 102, 104, 115, 107, 106
29) O=C(NNC(=O)c1ccc(-n2cc(-c3ccccc3)nn2)cc1)Nc1cccc(Cl)c1
 : 98, 110, 103, 101, 99, 101, 102, 103
30) Cc1cccc(NC(=O)c2ccccc2Cl)c1
 : 103, 96, 94, 112, 109, 95, 101, 96
31) CC(=O)CC1(O)C(=O)Nc2ccc([N+](=O)[O-])cc21 (stereo not drawn)
 : 102, 101, 99, 114, 100, 110, 102, 97
32) O=c1[nH]c2ccc(Cl)cc2c2ccccc12
 : /, 42, 95, /, 99, 72, 72, 80
33) CN(C)CCN(CC(=O)O)CC(=O)O
 : /, /, 107, 100, 97, 105, 109, 105
34) COC1=CC(=O)C(OC)=C(OC)C1=O
 : 109, 99, 93, 67, 32, 93, 97, 114
35) CC1(C)CC(=O)CC2(C1)N=C(N)Nc1nc3ccccc3n12 (stereo not drawn)
 : 87, 102, 110, 94, 93, 119, 104, 98
36) Nc1ccc(NC(=O)Nc2ccc(N)cc2)cc1
 : 96&100, 106&96, 99&107, 91&79, 67&99, 107&94, 104&106, 102&111
37) COc1cc(CNC(=O)/C=C/c2ccc3c(c2)OCO3)ccc1OCc1cn(-c2ccc(C#N)cc2)nn1
 : 77, 68, 98, 72, 65, 85, 100, 102
38) Cc1c(-c2csc(-n3nc(C(F)(F)F)cc3C(F)(F)F)n2)no[n+]1[O-]
 : 96, 70, 90, 97, 96, 100, 99, 95
39) COc1cc(-c2ccc(N=Nc3cc(S(=O)(=O)O)c4ccccc4c3O)c(OC)c2)ccc1N=Nc1cc(S(=O)(=O)O)c2ccccc2c1O
 : 65, 106, 93, 89, 90, /, 102, 102
40) CC/C(=C(\c1ccc(OCCN2CCOCC2)cc1)c1ccc(OC(=O)C2CCCCC2)cc1)c1ccc(Cl)cc1
 : 101, 113, 104, 98, 97, 104, 105, 107
41) O=C(NCCCCCCCCCC[P+](c1ccccc1)(c1ccccc1)c1ccccc1)c1ccc(-n2nc(-c3ccccc3O)nc2-c2ccccc2O)cc1
 : -75*, -90*, -85*, 1.1*, 4.3*, -64*, -81*, -52*

Rewritten in markdown: part of the list above
| entry | structure | HOP-92 | EKVX | M14 | RPMI-8226 | CCRF-CEM | HOP-62 | MDA-MB-435 | A549/ATCC |
| --- | --- | --- | --- | --- | --- | --- | --- | --- | --- |
| 35 | CC1(C)CC(=O)CC2(C1)N=C(N)Nc1nc3ccccc3n12 (stereo not drawn) | 87 | 102 | 110 | 94 | 93 | 119 | 104 | 98 |
| 36 | Nc1ccc(NC(=O)Nc2ccc(N)cc2)cc1 | 96&100 | 106&96 | 99&107 | 91&79 | 67&99 | 107&94 | 104&106 | 102&111 |

Screening results deposited in PubChem by NCI.
